# Screens deposited in PubChem by National Center for Advancing Translational Sciences (NCATS).
# RGS4 inhibitor: human RGS4 inhibition. Potency, µM (series often up to 114 µM), for the others: top-dose activity change, negative = inhibition, usual class: inhibitors. P49798. hit rate 0.039% among 390,000. Transcreener GDP fluorescence polarization, RGS4-accelerated GTP hydrolysis; also: % is scaled to controls: 0 for no effect and ±100 for the full control effect; nearly all actives have a fitted effect of over 75% in size; some results filed as inactive show a strong effect at the top dose
# Target sequence (P49798 whole entry, looked up): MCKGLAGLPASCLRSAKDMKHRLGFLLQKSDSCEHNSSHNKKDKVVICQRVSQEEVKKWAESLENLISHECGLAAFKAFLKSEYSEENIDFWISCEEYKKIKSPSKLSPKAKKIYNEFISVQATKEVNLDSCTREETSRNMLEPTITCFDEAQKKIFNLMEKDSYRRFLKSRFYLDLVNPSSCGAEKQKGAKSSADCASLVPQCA
#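 MLSMR compounds (23 nl, pin-transferred) preincubated 10 min at room temperature with a 500nM (2x) first reagent, then RGS4 at 900nM (2x) plus Transcreener GDP mix added; fluorescence polarization (620/688 nm) read before and after 90 min at 30 °C.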
# rTrxR1 inhibitor: blocks rat thioredoxin reductase 1; recombinant rTrxR1, NADPH fluorescence consumption, selenite substrate; hit rate 1% among 390,000; Potency, µM (doses to about 114 µM), inactives show top-dose activity change, negative = inhibition, most hits filed as inhibitors; also: % is scaled to controls: 0 for no effect and ±100 for the full control effect; nearly all actives have a fitted effect of over 65% in size
# Target sequence (O89049 whole entry, looked up): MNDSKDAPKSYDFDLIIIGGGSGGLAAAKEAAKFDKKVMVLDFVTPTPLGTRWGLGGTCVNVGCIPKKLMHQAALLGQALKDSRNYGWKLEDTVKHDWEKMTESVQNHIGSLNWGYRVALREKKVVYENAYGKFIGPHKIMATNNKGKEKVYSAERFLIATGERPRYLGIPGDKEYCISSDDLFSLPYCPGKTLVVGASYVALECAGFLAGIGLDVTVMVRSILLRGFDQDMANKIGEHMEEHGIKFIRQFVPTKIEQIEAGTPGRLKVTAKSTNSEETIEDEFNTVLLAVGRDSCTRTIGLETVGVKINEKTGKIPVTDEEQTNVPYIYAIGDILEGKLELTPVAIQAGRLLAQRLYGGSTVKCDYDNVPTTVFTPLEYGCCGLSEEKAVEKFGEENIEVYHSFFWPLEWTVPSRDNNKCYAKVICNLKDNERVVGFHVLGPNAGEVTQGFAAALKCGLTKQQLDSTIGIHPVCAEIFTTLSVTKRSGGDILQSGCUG
#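 Rat TrxR1 (90 nM in the dispensed reagent) was pre-reduced with 400 uM NADPH for 5 min at room temperature, then incubated with compound for 15 min. After 400 uM selenite was added, NADPH fluorescence (Ex 340/Em 450 nm) was followed for 8 min.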
# 12-LOX inh: ALOX12 (human) lipoxygenase inhibition | purified 12hLO, xylenol orange hydroperoxide absorbance | Potency, µM (highest dose often 108 µM), inactives show at the top dose activity change, negative = inhibition, most hits filed as inhibitors | hit rate 1.1% among 580,000; also: % is scaled to controls: 0 for no effect and ±100 for the full control effect
#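 Purified human 12hLO at 150 nM in 25 mM Hepes, 0.01% Triton X-100, pH 7.0, preincubated 15 min at room temperature with compound. Reaction started with 40 uM arachidonic acid, 30 min at room temperature. Hydroperoxide measured by Fe-xylenol orange, 573/405 nm absorbance ratio.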
# JMJD2A Tudor inh: inhibitors of human JMJD2A Tudor domain | Potency, µM (top dose mostly 114 µM), inactives show at the highest dose activity change, negative = inhibition, actives largely listed as inhibitors | AID 504339 | O75164 | hit rate 4.4% among 390,000 | AlphaScreen JMJD2A-Tudor / H3K4me3 peptide binding; also: % is scaled to controls: 0 for no effect and ±100 for the full control effect; nearly all actives have a fitted effect of over 50% in size
# GLS inhibitor: glutaminase GLS (human) inhibition. GLS enzymatic activity, qHTS titration. AID 624170. Potency, µM (highest dose often 45.5 µM), inactives show at the highest dose activity change, negative = inhibition, hits mostly inhibitors. hit rate 0.21% among 410,000; also: % is scaled to controls: 0 for no effect and ±100 for the full control effect
#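 hKGA in 45 mM KH2PO4 (pH 8.2), 0.02% Tween-20 with compound, then 1mM L-Glutamine (stock as added) plus glutamate oxidase/HRP/Amplex red coupling mix. Fluorescence read initially and after 30 min at RT; signal change reflects glutamate formation.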
# ERG Ets-DNA blk: ERG Ets/DNA interaction inhibition. Potency, µM (titrated, usually from 76.9 µM), inactives show at the top dose FP activity, negative = inhibition, usual class: inhibitors. fluorescence polarization, His-ERG Ets domain / labelled DNA. P11308. AID 624246. hit rate 0.028% among 370,000; active = well fitted inhibition curve with a large enough effect in the polarisation, with a control signal flat; inconclusive = small, poorly fitted or top-dose-only effect, or effect the other way, or a change in a side signal; inactive = no such curve, though single readings can be large or run the other way; the % refers to the polarisation;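 also: polarization taken with two DNA probes labelled with fluorescein and Texas red; % of control where 0% means no effect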
#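 His-tagged ERG Ets domain (1 uM in the protein solution; 300mM KCl, 50mM Tris-HCl, 1mM EDTA, 1mM DTT, pH 7.5) received compound, then a probe mix of 5 nM fluorescein-DNA and 100nM Texas-615-DNA. Fluorescence polarization was read for both dyes.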
# Pin1 inh: blocks the human prolyl isomerase Pin1 | Pin1 FP peptide displacement, HiFluor488, 10 min | Potency, µM (series often up to 115 µM), for the others: at the highest dose activity, negative = inhibition, actives largely listed as inhibitors | hit rate 0.009% among 390,000 | AID 504891; active = well fitted inhibition curve with a large enough effect in the polarisation, with a control signal flat, not every such curve was filed as active; inconclusive = small, poorly fitted or top-dose-only effect, or effect the other way, or a change in a side signal; inactive = no such curve, though single readings can be large or run the other way; the % refers to the polarisation; also: % is scaled to controls: 0 for no effect and ±100 for the full control effect
# Target sequence (Q13526 whole entry, looked up): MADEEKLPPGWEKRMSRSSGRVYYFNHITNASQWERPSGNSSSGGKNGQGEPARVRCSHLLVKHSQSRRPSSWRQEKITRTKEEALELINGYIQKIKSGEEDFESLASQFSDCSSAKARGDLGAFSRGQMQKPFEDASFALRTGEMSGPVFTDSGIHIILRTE
# HP1b chromo inh: inhibitors of HP1-beta chromodomain binding to methylated histone tails | hit rate 0.56% among 390,000 | AlphaScreen HP1-beta / biotin-H3K9me3 peptide binding | Potency, µM (doses to about 114 µM), for inactives: at the top dose activity change, negative = inhibition, most hits filed as inhibitors; also: nearly all actives have a fitted effect of over 70% in size; inactives centre near 23
# Target sequence (P83916 whole entry, looked up): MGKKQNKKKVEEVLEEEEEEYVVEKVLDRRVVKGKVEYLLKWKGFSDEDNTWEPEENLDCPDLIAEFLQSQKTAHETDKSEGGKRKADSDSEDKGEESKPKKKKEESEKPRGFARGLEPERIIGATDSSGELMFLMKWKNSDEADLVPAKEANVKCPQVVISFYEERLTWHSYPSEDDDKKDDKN
#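 AlphaScreen: HP1-beta (50 nM) preformed 30 min with biotin-H3(1-18)K9me3 peptide (50 nM) in PBS pH 7.4, 0.01% Tween-20. Compound added for 30 min at RT, then streptavidin donor/nickel chelate acceptor beads (10 ug/mL) for 30 min.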
# Tb PGK inh: inhibitors of T. brucei phosphoglycerate kinase. Potency, µM (doses to about 57.5 µM), inactives show at the top dose activity change, negative = inhibition, actives largely listed as inhibitors. PGK/GAPDH coupled, Kinase-Glo luminescence, 60 min. P07378. hit rate 0.043% among 380,000; also: % is scaled to controls: 0 for no effect and ±100 for the full control effect; nearly all actives have a fitted effect of over 60% in size
#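 Luminescent ATP detection (Kinase-Glo Plus) follows a 60-minute room-temperature incubation, with wells lacking PGK as controls. Buffer: 100 mM TEA (pH 7.6), 5 mM MgCl2, 0.01% Tween-20. Coupling enzyme GAPDH (100 nM final) supplies unstable 1,3-BPG in-well.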
# The depositor's hits bear a star; i = inactive; ? = inconclusive; / = no result given; & = joins results of further samples; [ ] = dose if it differs, or a comment. Unless noted, calls follow the shape of the dose curve; as a rule, active = well fitted curve in the direction sought with a large enough effect; inconclusive = small, poorly fitted or top-dose-only effect, or another doubt; inactive = no such curve, though single readings can be large; an effect the other way counts as inactive or inconclusive. Potency is read from the fitted curve at half-maximal effect. Only part of the results is shown (hit frequency here may not be typical).
1	CCN1C(=O)/C(=C2/C=CC=CN2C)OC1=S
2	N#CC1=C(N)Oc2c(oc(CO)cc2=O)C1c1ccsc1 (configuration not stated)
3	O=S(=O)(c1ccc2oc3ccccc3c2c1)N1CCOCC1
4	COc1cccc(NC(=O)CCN2C(=O)C3CC=CCC3C2=O)c1 (configuration not stated)
5	CCCN(C(=O)Cn1nc(Cc2ccncc2)c2ccccc2c1=O)c1ccccc1C
6	CCOc1ccc(Nc2c(S(=O)(=O)c3ccccc3)cnc3ccccc23)cc1
7	COc1ccc(-n2c(=O)c3c4c(sc3n(CC(=O)Nc3cc(C)[nH]n3)c2=O)CCCC4)c(OC)c1
8	Cc1cc(C)n2nc(C(=O)OCC(=O)NC3CCCCC3)nc2n1

compound no.	1	2	3	4	5	6	7	8
RGS4 inhibitor	?	-4%[11.4 µM]	16%	19%	-4%	22%	3%	-4%
rTrxR1 inhibitor	-15%	-6%[57.1 µM]	12%	12%	12%	12%	20%	21%
12-LOX inh	-18%	?	-2%&0%	29%	33%&-16%	-5%	9%	-15%
JMJD2A Tudor inh	-18%	-16%[57.1 µM]	-13%	-2%	-26%	-23%	?	-14%
GLS inhibitor	-1%	4%	19%	3%	-10%	1%	-16%	-2%
ERG Ets-DNA blk	-2%	-3%	5%	7%	0%	4%	10%	-5%
Pin1 inh	-2%	-5%	1%	-9%	1%	0%	8%	3%
HP1b chromo inh	-6%	14%	13%	19%	14%	29%	2%	13%
Tb PGK inh	i	2%	-7%	0%	-8%	-10%	-4%	-10%

9	O=C(O)Cn1c(SCCOc2ccc(Cl)cc2)nc2ccccc21
10	O=C(c1cccc(C(=O)N2CCN(Cc3ccccc3)CC2)c1)N1CCN(Cc2ccccc2)CC1
11	CC(=O)c1cccc(NC(=O)C2CCN(S(=O)(=O)c3ccc4c(c3)oc(=O)n4C)CC2)c1
12	O=C1CC(c2cccs2)c2ccc3ccccc3c2N1 (configuration not stated)
13	Cc1cc(C)c2c(=O)c3c(oc2c1)C(=O)N(Cc1ccco1)C3c1ccc(F)cc1 (configuration not stated)
14	CCOC(=O)c1c(C)oc2nc(C)nc(Nc3cc(C)cc(C)c3)c12
15	C#CCOCCOCCOCCNc1nc(N2CCN(C(=O)Cn3cc(CC(C)O)nn3)CC2)nc(N2CCN(C(=O)[C@H]([C@@H](C)O)n3cc(CCCCN)nn3)CC2)n1 (some centres not stated)
16	Cc1ncc([N+](=O)[O-])n1CC(=O)Nc1ccc(Br)cc1

compound no.	9	10	11	12	13	14	15	16
RGS4 inhibitor	-40%	29%	5%	-10%	-4%	-5%	3%	-13%
rTrxR1 inhibitor	18%[57.1 µM]	-48%	-5%	9%	-13%	14%	12%[57.1 µM]	29%
12-LOX inh	?	1%	-19%	2%	-9%	-10%	-16%	0%
JMJD2A Tudor inh	-17%	-5%	-15%	-20%	-14%	-8%	-13%	-16%
GLS inhibitor	1%	0%	-3%	-1%	0%	-1%	-3%	-5%
ERG Ets-DNA blk	-3%	1%	1%	8%	-3%	-7%	-10%	16%
Pin1 inh	-4%	2%	0%	-1%	3%	-3%	-3%	1%
HP1b chromo inh	25%	30%	27%	48%[activator]	8%	28%	4%	55%[activator]
Tb PGK inh	-19%	7%	-2%	-2%	/	i	i	i

17	Cn1cccc1Cc1nnc(SCC(=O)N2CCc3ccccc32)n1-c1ccc(F)cc1
18	CN(C)N1C(N)=C(C#N)C(c2ccc3c(c2)OCO3)C2=C1CC(C)(C)CC2=O (configuration not stated)
19	Cc1ccc(Cl)cc1N1CCN(C(=O)c2ccc(CS(=O)Cc3ccc(Cl)cc3)o2)CC1 (configuration not stated)
20	Cc1ccccc1NC(=O)CSc1nnc(NC(=O)C2CC2)s1
21	Cc1cc(C)cc(N2CCCn3c2nc2c3c(=O)n(CC(=O)OCc3ccccc3)c(=O)n2C)c1
22	S=c1[nH]nc(Cc2ccc(Cl)cc2)o1
23	CC1CCN(c2ccc(C(=O)O)cc2)CC1
24	COc1ccc(C2(c3ccc(O)cc3O)CC(c3ccccc3Cl)NC(=S)N2)cc1 (configuration not stated)

compound no.	17	18	19	20	21	22	23	24
RGS4 inhibitor	-51%	-5%	-31%	17%	-11%	-35%	7%	-11%
rTrxR1 inhibitor	9%[57.1 µM]	6%[57.1 µM]	?	5%	34%	3%	-2%	-2%[57.1 µM]
12-LOX inh	473%[activator]	7%	0%	-25%	1%	?	-8%	18µM*
JMJD2A Tudor inh	-20%	-17%	-26%	-13%	-35%	?	0%	50µM*
GLS inhibitor	3%	-19%	-11%	3%	-3%	2%	42%[activator]	-16%
ERG Ets-DNA blk	-4%	-12%	13%	-5%	-9%	0%	-5%	12%
Pin1 inh	6%	-8%	?	1%	2%	-5%	5%	0%
HP1b chromo inh	?	9%	15%	7%	-7%	-1%	44%[activator]	?
Tb PGK inh	-4%	-6%	-2%	5%	-10%	i	10%	i

25	COc1ccc(CCC(=O)NCc2nc3cccnc3n2Cc2ccccc2)cc1
26	O=C(O)c1ccoc1CN1CCCCC1
27	Cc1cc(S(=O)(=O)Nc2ccc(C(=O)NCc3cccnc3)cc2)ccc1F
28	Cc1ccc(OCCCC(=O)Nc2cc(Cl)ccc2-n2cncn2)cc1
29	CSc1ccc(-c2nnn(CC(=O)NCc3ccccc3)n2)cc1
30	Cc1ccccc1C(=O)Nc1cc2c(cc1N1CCCCC1)n(C)c(=O)n2C
31	C#CCSc1nnnn1-c1ccc(OCC)cc1
32	Cc1ccc(-n2c(=O)c3c4c(sc3n(CC(=O)C(C)(C)C)c2=O)CCCCC4)cc1C

compound no.	25	26	27	28	29	30	31	32
RGS4 inhibitor	-6%	7%	-8%	-26%	-14%	8%	7%	5%
rTrxR1 inhibitor	19%[57.1 µM]	-1%	16%	-8%	19%[57.1 µM]	1%	5%[57.1 µM]	17%
12-LOX inh	6%	0%	-1%	?	0%	-64%	-4%	-18%
JMJD2A Tudor inh	-15%	8%	-9%	-2%	-10%	?	3%	-28%
GLS inhibitor	1%	/	11%	-37%	4%	21%	-7%	-3%
ERG Ets-DNA blk	2%	7%	-12%	2%	-11%	5%	8%	3%
Pin1 inh	16%	?	-5%	4%	2%	-3%	4%	0%
HP1b chromo inh	15%[57 µM]	43%[activator]	7%	26%	15%	-28%	58%[activator]	-1%
Tb PGK inh	-8%	-1%	-1%	-6%	-2%	-8%	i	-2%

# Entries of single compounds, quoted from the list. Order of screens: RGS4 inhibitor	rTrxR1 inhibitor	12-LOX inh	JMJD2A Tudor inh	GLS inhibitor	ERG Ets-DNA blk	Pin1 inh	HP1b chromo inh	Tb PGK inh
# Shown for CSc1ccc(-c2nnn(CC(=O)NCc3ccccc3)n2)cc1 → -14%	19%[57.1 µM]	0%	-10%	4%	-11%	2%	15%	-2%
# Shown for O=C(O)c1ccoc1CN1CCCCC1 → 7%	-1%	0%	8%	/	7%	?	43%[activator]	-1%
# Shown for C#CCSc1nnnn1-c1ccc(OCC)cc1 → 7%	5%[57.1 µM]	-4%	3%	-7%	8%	4%	58%[activator]	i

# The list goes on:
33	Nc1[nH]c(=O)nc(Nc2ccccc2)c1N=O
34	Cc1cc(C)c(OCC(=O)OCC(=O)N2CCc3ccccc3C2)c(C)c1
35	CC(Cl)C(=O)c1c(N)n(C)c(=O)n(C)c1=O (configuration not stated)
36	O=C(NCc1cccc(Cl)c1)c1cnc(N2CCCCC2)c2ccccc12
37	COc1ccccc1S(=O)(=O)N1CCN(S(=O)(=O)c2ccccc2C#N)CC1
38	COc1ccc(NS(=O)(=O)c2cccc(C(=O)N3CCCCCC3)c2)cc1
39	CCN(C(=O)COC(=O)CNS(=O)(=O)c1ccc2ccccc2c1)C1CCCCC1
40	COc1ccc(S(=O)(=O)N(C)CC(=O)NCCc2ccccc2)cc1OC
41	CCOc1ccc(NC(=O)CN(C)C(=O)c2ccc(COc3ccccc3)cc2)cc1OCC
42	Cn1c(=O)[nH]c(=O)c2c1nc(N1CCCCC1)n2C/C=N/Nc1ccc(C(=O)O)cc1
43	Cc1c(C(C)C)c(=O)n(-c2ccc(S(=O)(=O)N3CCOCC3)cc2)n1C

compound no.	33	34	35	36	37	38	39	40	41	42	43
RGS4 inhibitor	14%	-4%	21%	-16%	9%	14%	-4%	-1%	2%	16%[11.4 µM]	-24%
rTrxR1 inhibitor	9%	20%	3%	3%[57.1 µM]	15%	-13%	-4%	25%	-4%	12%	22%[57.1 µM]
12-LOX inh	497%[activator]	-7%	-19%	-20%	8%	8%	1%	0%	397%[activator]	-2%	-5%
JMJD2A Tudor inh	35µM*	1%	1%	17%	-8%	-13%	-17%	-7%	-27%	-4%[11.4 µM]	-9%[11.4 µM]
GLS inhibitor	17%	0%	0%	1%	1%	-6%	-3%	-4%	13%	9%	2%
ERG Ets-DNA blk	2%	7%	-3%	2%	?	0%	1%	8%	-2%[15.4 µM]	13%	3%
Pin1 inh	-6%	4%	2%	9%	6%	7%	-2%	-5%	7%	-8%	3%
HP1b chromo inh	34%	20%	21%	64%[activator][57 µM]	55%[activator]	19%	-19%	23%	-2%	36%	41%[activator]
Tb PGK inh	4%	-3%	-6%	-3%	-1%	1%	-6%	-11%	14%	-2%	0%
